Screening results (PubChem BioAssay)
KAT2A inh: qHTS Assay for Inhibitors of GCN5L2; Histone acetyltransferase KAT2A (Homo sapiens), Q92830; GCN5L2 HAT assay, ThioGlo1 CoA-SH fluorescence; Potency, µM (top dose mostly 58.9 µM), inactives show at the top dose activity change, negative = inhibition, usual class: inhibitors; 390,000 tested, 0.21% active; AID 504327, 2011
Target sequence (Q92830 whole entry, looked up): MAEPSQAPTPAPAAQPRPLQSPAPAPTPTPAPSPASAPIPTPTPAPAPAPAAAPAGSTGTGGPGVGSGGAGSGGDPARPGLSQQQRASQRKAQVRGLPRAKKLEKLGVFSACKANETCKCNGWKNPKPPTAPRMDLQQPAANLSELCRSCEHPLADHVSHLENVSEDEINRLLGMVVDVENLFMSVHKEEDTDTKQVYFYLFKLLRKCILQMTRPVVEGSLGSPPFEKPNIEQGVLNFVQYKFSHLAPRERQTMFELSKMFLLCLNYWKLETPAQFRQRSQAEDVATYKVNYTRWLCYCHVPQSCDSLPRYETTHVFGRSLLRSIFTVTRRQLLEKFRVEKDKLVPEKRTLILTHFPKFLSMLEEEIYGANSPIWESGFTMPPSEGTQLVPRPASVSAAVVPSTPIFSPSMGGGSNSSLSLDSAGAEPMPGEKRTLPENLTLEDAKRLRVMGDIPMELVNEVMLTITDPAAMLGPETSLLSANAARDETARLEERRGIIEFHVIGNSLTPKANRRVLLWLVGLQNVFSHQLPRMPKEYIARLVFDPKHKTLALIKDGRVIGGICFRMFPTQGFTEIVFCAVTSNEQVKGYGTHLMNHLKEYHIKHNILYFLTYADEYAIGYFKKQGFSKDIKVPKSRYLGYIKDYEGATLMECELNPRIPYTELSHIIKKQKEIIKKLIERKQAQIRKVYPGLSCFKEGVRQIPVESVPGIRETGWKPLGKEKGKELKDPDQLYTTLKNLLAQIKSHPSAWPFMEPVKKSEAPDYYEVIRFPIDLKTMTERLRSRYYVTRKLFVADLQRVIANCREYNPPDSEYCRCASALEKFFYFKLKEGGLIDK
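Compounds, pin-transferred from DMSO stocks, meet 20nM GCN5L2 for 15 min before the reaction begins with H3(1-25) peptide (75uM) and acetyl-CoA (70uM). Thiol-reactive ThioGlo1 reports CoA release over 20 min at room temperature.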
TDP1 cell CPT: qHTS for Inhibitors of human tyrosyl-DNA phosphodiesterase 1 (TDP1): qHTS in cells in presence of CPT; Potency, µM (top dose mostly 46.2 µM), for inactives: at the top dose activity change, negative = growth inhibition, usual class: inhibitors; AID 686979, 2013; chicken DT40 Tdp1-/-;hTDP1 cells + 20 nM CPT, ATP luminescence, 48 h; 420,000 tested, 12% active; further: nearly all actives have a fitted effect of over 55% in size
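Chicken DT40 Tdp1-/- cells stably complemented with human TDP1 were seeded at 400 cells/well in medium containing 20 nM camptothecin, exposed to pin-transferred compounds, and grown at 37 °C for at least 48 hr. Viability was read as ATP luminescence.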
FEN1 inhibitor: qHTS Assay for the Inhibitors of Human Flap endonuclease 1 (FEN1); P39748; Recombinant FEN1 flap cleavage, fluorescence, 15 min; Potency, µM (series often up to 114 µM), for inactives: at the top dose activity change, negative = inhibition, most hits filed as inhibitors; 390,000 tested, 0.35% active; further: nearly all actives have a fitted effect of over 65% in size
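In this screen, 50 nM flap DNA substrate was added to 10 nM FEN1 pretreated with compound for 15 min at room temperature; cleavage was followed with reads at 0 and 15 min, and Hill fitting gave concentration–response parameters.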
Starred values were filed as active, the others as inactive; ? = inconclusive; nt = no result given; [ ] = another dose, or the depositor's remark. The call rests on the fitted dose curve; in most records, active means well fitted curve in the direction sought with a large enough effect; inconclusive means small, poorly fitted or top-dose-only effect, or another doubt; inactive means no such curve, though single readings can be large; an effect the other way counts as inactive or inconclusive. On the % scale 0 is the no-effect control and ±100 the full control effect; potency means the concentration at half of the fitted maximal effect. Not all compounds are listed, so the mix of outcomes need not match the whole.

SMILES | KAT2A inh | TDP1 cell CPT | FEN1 inhibitor
S=c1[nH]nc(-c2cc(-c3ccco3)[nH]n2)n1-c1ccccc1Cl | -20% | -8% | ?
CCN1CCCc2cc(CN(CCN3CCOCC3)C(=S)Nc3cc(F)cc(F)c3)ccc21 | -8% | ? | -22%
CCc1ccc(NC(=O)CSc2nc(-c3ccccc3)c(C#N)c(=O)[nH]2)cc1 | ? | 0% | 3%
Cc1cccc(S(=O)(=O)Nc2cccc3c2C(=O)c2ccccc2-3)c1 | -3% | ? | 6%
COc1cccc(C2C(C(=O)c3sc(C)nc3C)=C(O)C(=O)N2CCN2CCOCC2)c1OC (stereo not given) | -6% | 10% | 0%
Cc1ccc(CN(Cc2ccco2)C(=O)c2ccc(OCC(C)C)cc2)cc1 | -4% | ? | -3%
O=C(CSc1nc2c(sc3ccccc32)c(=O)n1CCCN1CCCC1)NCc1ccccc1 | -6% | -62% | -6%
CC(C)(C)c1cc(CN2CCN(CCO)CC2)cc(C(C)(C)C)c1O | 1% | 13µM* | -16%
COc1ccc2ccccc2c1C1CC(=O)N2CN(Cc3ccco3)CSC2=C1C#N (stereo not given) | ? | -17% | ?
COc1ccccc1C(=O)NC(CCSC)C(=O)N1CCN(C/C=C/c2ccccc2)CC1 (stereo not given) | -26% | ? | -13%
Cc1ccc(C(=O)O/N=C(\N)c2cccnc2)cc1[N+](=O)[O-] | -3% | 13% | -2%
NNC(=O)CSc1c(-c2ccccc2)c2cc(Cl)ccc2[nH]c1=O | -1% | 2% | -1%
COc1ccc2c(c1)[C@H]1[C@H](CO2)[C@H](c2ccccc2)[C@]2(C)C(=O)Nc3cc(F)c(F)cc3C(=O)N12 | -12% | ? | -6%
Cc1ccc2[nH]cc(CCNC(=O)CN3C(=O)c4ccccc4C3=O)c2c1 | -2% | -1% | 6%
CCOC(=O)C1CCN(C(=O)CSc2n[nH]c(-c3ccccc3Cl)n2)CC1 | -5% | ? | 9%
O=C(COC(=O)c1cc(Cl)nc2ccccc12)c1ccc(Cl)cc1 | ? | 3% | 26%
CCOC(=O)c1[nH]c(C)c(C(=O)Nc2cc(OC)ccc2OC)c1C | -14% | 0.79µM* | -8%
O=C(/C=C\c1ccc(-c2ccccc2)o1)c1ccccc1 | 0% | ? | -8%
CC1CCC(NC(=O)C(NS(=O)(=O)c2cccc3nsnc23)C(C)C)CC1 (stereo not given) | 0% | 2% | -5%
COc1cccc(C(=O)Nc2ccccc2-c2ccccc2)c1 | -2% | -27% | -13%
Cc1ccc(CNC(=O)c2ccccc2NC(=O)C2=CSCCO2)cc1 | -23% | -6% | 0%
O=S(=O)(O)c1cc(OS(=O)(=O)c2ccccc2)cc2ccccc12 | -3% | -27% | -3%
CC(C)[C@H](NC(=O)[C@H](CCCN=C(N)N)NC(=O)NC(Cc1ccccc1)C(=O)O)C(=O)NC(C=O)CCCN=C(N)N (stereo not given in full) | -2% | 5% | -3%
C#CCn1c(/C=C/c2ccc(Cl)cc2)nc2ccccc21 | -11% | ? | -25%
COc1ccccc1OCC(=O)Nc1ncc(C)s1 | -3% | -22% | -7%
CCOC(=O)N1CCN(C(=O)c2cc3ccccc3o2)CC1 | -20% | -5% | 3%
Cc1ccc(C)c2c1cc(C)c1nnc(SCC(=O)Nc3nc4c(s3)CCCC4)n12 | 1% | ? | -16%
CCOC(=O)c1nnn(CC(=O)Nc2cc(F)ccc2F)c1C(=O)OCC | 1% | -11% | -12%
NS(=O)(=O)c1ccc(CCNC(=O)c2ccc(NS(=O)(=O)c3ccc4[nH]c(=O)[nH]c4c3)cc2)cc1 | -15% | 0% | -5%
COc1ccc2[nH]cc(CCNc3ncncc3-c3ccc4c(c3)OCO4)c2c1 | -10% | 6.5µM* | nt
C=CCn1c(=N)n(CC(=O)c2ccc(Br)s2)c2ccccc21 | -3% | ? | -11%
NC(=O)CSc1nc(O)cc(=O)n1-c1ccccc1 | 1% | -1% | 0%
COCCn1c(=O)c(-c2cc(F)cc(F)c2)nc2cnc(N3CCN(C)CC3)nc21 | -18% | 7% | nt
O=C(c1cc(-c2ccncc2)nc2ccc(Br)cc12)N1CCN(c2ccccn2)CC1 | nt | ? | 3%
C=CCN1C(=O)N(c2ccc(F)cc2)C(=O)C1CC(=O)Nc1ccc(Cl)cc1 (stereo not given) | 4% | 7% | 10%
CSc1nc(N)nc(SC2C=CCCC2)c1C#N (stereo not given) | 2% | -18% | 5%
CC1CCN(c2c(NCC3CCC(C(=O)NCc4ccccc4)CC3)c(=O)c2=O)CC1 (stereo not given) | -3% | -2% | 3%
COc1cccc(Nc2nc(-c3cccs3)nc3ccccc23)c1 | -10% | ? | -10%
N#Cc1ccc(C(=O)NCCCSc2ccccc2)cc1 | -8% | ? | 0%
Cc1cc(-c2ccc(C)c(S(=O)(=O)NCc3ccc(Cl)cc3)c2)on1 | -5% | -12% | 0%
O=C(Oc1ccc[nH]c1=O)c1cccc(Cl)c1 | 1% | -5% | -13%
O=c1[nH]c(-c2ccc(O)cc2)nc2scc(-c3cccs3)c12 | -7% | -8% | -15%
O=C(C1CCN(S(=O)(=O)c2cccc3cccnc23)CC1)N1CCN(c2ccc(Cl)cc2)CC1 | -7% | ? | -10%
COc1ncc2ncc(=O)n(C)c2n1 | -16% | -4% | nt
COc1cc(C(=O)NCC2(c3ccccc3)CCCC2)cc(OC)c1OC | -3% | 15µM* | 5%
COCC1CCCCN1C(=O)c1cccc(OC2CCN(C(=O)C3CC3)CC2)c1 (stereo not given) | ? | -23% | 6%
CCOCCCNC(=O)C(c1ccc(C)cc1)N(Cc1cccs1)C(=O)c1ccccn1 (stereo not given) | 0% | -15% | -4%
O=C(NN1C(=O)/C(=C/c2cccs2)SC1=S)c1cccnc1 | -8% | -23% | -3%
CCS(=O)(=O)c1ccc(C(=O)Nc2cccc(Cl)c2)c(Cl)c1Cl | 18% | ? | -1%
CCCCC(=O)Nc1ccc(C(=O)NNC(=S)NC(=O)c2ccco2)cc1 | -5% | 13µM* | -5%

(listing goes on)
SMILES | KAT2A inh | TDP1 cell CPT | FEN1 inhibitor
COCCCNc1nc(N)c([N+](=O)[O-])c(NC2CCCCC2)n1 | -2% | ? | -7%
O=C(NC(NC(=S)Nc1ccccc1C(=O)O)C(Cl)(Cl)Cl)c1ccco1 (stereo not given) | 2% | -16% | 2%
O=C(NCc1ccccn1)c1nn(-c2ccccc2)c(=O)c2ccccc12 | -10% | 6% | -2%
Cc1c(-c2ccc(Cl)cc2)oc(=O)c2c(N)n(-c3ccccc3)nc12 | -6% | ? | -9%
COc1ccc(OC)c(-c2nc3c(C)n[nH]c(=O)c3[nH]2)c1 | -3% | ? | -1%
CCOC(=O)Nc1cc(OC)c(OC)cc1Cc1nccc2cc(OC)c(OC)cc12 | 1% | -13% | 4%
O=C(OC(C(=O)NCC1CCCO1)c1ccccn1)c1cccs1 (stereo not given) | 1% | -2% | 4%
O=C(CC1C(=O)N(c2ccc(F)cc2)C(=O)N1Cc1ccc2c(c1)OCO2)Nc1ccc(F)cc1 (stereo not given) | 0% | ? | -2%
Cc1csc(CN(C)C(=O)C2CCC(=O)N(Cc3ccc(Cl)cc3)C2)n1 (stereo not given) | -3% | -5% | 18%
CC(=O)/C=C1/C(=O)Nc2ccccc21 | -29% | 6.5µM* | -1%
CCN1CCN(c2oc(-c3ccc(OC)cc3)nc2C#N)CC1 | nt | ? | -11%
CC(C)CN(C(=O)COC(=O)Cc1n[nH]c(=O)c2ccccc12)C1CCS(=O)(=O)C1 (stereo not given) | 0% | -3% | -1%
Cn1nc([N+](=O)[O-])nc1N1CCOCC1 | -1% | -11% | -4%
O=C(c1cccc(S(=O)(=O)N2CCCc3ccccc32)c1)N1CCN(c2ccccc2)CC1 | -11% | ? | -1%
Cc1ccc(S(=O)(=O)CCC(=O)OCC(=O)NCc2ccc(Cl)cc2)cc1 | 1% | -4% | -4%
COc1ccc(Nc2nc(-c3cccs3)nc3ccccc23)cc1S(=O)(=O)N1CCOCC1 | nt | 18µM* | -25%
CCN(CC)CCCNC(=O)c1cc2nc(-c3ccccc3)cc(C(F)(F)F)n2n1 | -1% | -8% | 0%
O=C1C(c2ccc(F)cc2)N(C2CCCCC2)C(=O)CN1C1CCCC1 (stereo not given) | -12% | -23% | 1%
NC(=O)c1ccc(C2SCC(=O)N2Cc2ccccc2)cc1 (stereo not given) | 0% | -18% | 1%
CCOc1ccc2nc(N(Cc3ccccc3)C(=O)CCNC(C)=O)sc2c1 | -8% | 6% | -7%
Cc1ccc(C(=O)Nc2ccc(O)cc2C(=O)O)cc1C | -8% | -19% | -6%
O=C(OCc1ccc(COC(=O)c2ccccn2)cc1)c1ccccn1 | 0% | 0% | -17%
COc1ccc(CCNC2=CC(=O)N(c3ccc(F)cc3)C2=O)cc1 | -9% | -1% | 3%
C#CCOc1coc(COC(=O)c2ccccc2)cc1=O | -8% | ? | 47%[activator]
COC(=O)C1CCN(C(=O)c2ccc(Cl)c(S(=O)(=O)NCc3ccco3)c2)CC1 | 0% | -12% | 0%
CN1CCN(S(=O)(=O)c2ccc(=O)[nH]c2)CC1 | -1% | -12% | -16%
Cc1cc(C)n(CCCNC(=O)C(C)(C)Oc2ccc(Cl)cc2)n1 | 0% | -18% | -2%
COc1ccc(C)cc1Nc1n[n+](-c2ccccc2)c(-c2cc(OC)c(OC)cc2Br)s1 | -8% | 23µM* | 12%
CSC(=NNC(=O)c1ccccc1O)SC | 0% | -17% | -3%
COc1ccc(-c2noc(C3CCCN(C(=O)c4cccs4)C3)n2)cc1 (stereo not given) | -2% | ? | -11%
O=C(c1ccc(-c2cccc(C(F)(F)F)c2)o1)N1CCOCC1 | -6% | -22% | -3%
COC(=O)/C=C/C(=O)N1CCN(c2ccccc2)CC1 | 2% | 10% | 0%
COCCCNC(=O)c1c(N)n(-c2ccc(S(N)(=O)=O)cc2)c2nc3ccccc3nc12 | -6% | -12% | -1%
CN(C)C(/C=C/Nc1ccc(C#N)cc1)=C(C#N)C#N | 2% | -2% | 2%
CCSc1nc2c(c(=O)n1CC)SC(C)C2 (stereo not given) | -1% | -10% | 13%
Nc1ncc(-n2cncn2)c(-c2ccc(Cl)cc2)n1 | 0% | 13% | -15%
CC(=O)c1sc(NC(=O)COc2ccc(Cl)cc2Cl)nc1C | -1% | -4% | -3%
Cc1nn(C)c(Cl)c1S(=O)(=O)N1CCC(CO)(CCc2ccccc2)CC1 | 0% | 4% | -3%
O=C(Nc1cccc(S(=O)(=O)N2CCOCC2)c1)C1CCCN(C(=O)c2ccc(Cl)cc2)C1 (stereo not given) | -12% | ? | -12%
Cc1cc(C)cc(NC(=O)N2CCNC(=O)C2CC(=O)Nc2cc(Cl)ccc2Cl)c1 (stereo not given) | -29% | ? | -1%
Cc1ccc(S(=O)(=O)N2CCC(C(=O)Nc3ccc(S(=O)(=O)N4CCCC4)cc3)CC2)cc1 | -1% | ? | -2%
COC(=O)COc1ccc2c(=O)c(Oc3ccccc3)c(C)oc2c1 | -2% | 5% | -7%

Reformatted with values under each structure: 5 of the compounds above
Second line of a record: KAT2A inh | TDP1 cell CPT | FEN1 inhibitor
CCOC(=O)C1CCN(C(=O)CSc2n[nH]c(-c3ccccc3Cl)n2)CC1
  -5% | ? | 9%
O=C(COC(=O)c1cc(Cl)nc2ccccc12)c1ccc(Cl)cc1
  ? | 3% | 26%
CCOC(=O)c1[nH]c(C)c(C(=O)Nc2cc(OC)ccc2OC)c1C
  -14% | 0.79µM* | -8%
O=C(/C=C\c1ccc(-c2ccccc2)o1)c1ccccc1
  0% | ? | -8%
CC1CCC(NC(=O)C(NS(=O)(=O)c2cccc3nsnc23)C(C)C)CC1 (stereo not given)
  0% | 2% | -5%

A few values from above.
Cc1cc(C)cc(NC(=O)N2CCNC(=O)C2CC(=O)Nc2cc(Cl)ccc2Cl)c1 (stereo not given) in FEN1 inhibitor has -1%
CC(=O)c1sc(NC(=O)COc2ccc(Cl)cc2Cl)nc1C in KAT2A inh has -1%
